From PubChem
XIAP displacement: XIAP antagonists, biochemical, IAP family, fluorescence polarization (AID 1018) | displacement, % at 20 µM, or IC50 in µM where a hit was titrated | XIAP BIR domain, fluorescence polarization peptide displacement; higher % means a stronger effect | 0.007% of 200,000 active; in the data active means displacement above about 50%; further: a part of the inactive calls stands beside numbers as strong as those of hits
Siah-1 displacement: blockers of Siah-1 interaction with plectin peptide – biochemical, fluorescence polarization, rhodamine-plectin, uHTS, primary screen (AID 1817); Siah-1 / rhodamine-plectin peptide fluorescence polarization; higher % means a stronger effect; 0.02% of 290,000 active; displacement, % at 20 µM; hits with a dose series show IC50 in µM;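 active means displacement of at least 50% at 20 µM, with a fluorescence ratio check between 0.3 and a set limit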;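 further: plate controls were Siah plus tracer with DMSO for no effect and tracer alone without Siah for full effect; strong numbers were not always called active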
M17LAP inhibition: P. falciparum M17LAP inhibitors, primary screen, biochemical, fluorogenic H-Leu-NHMec substrate, 1536-well (AID 1619) | recombinant M17LAP, H-Leu-NHMec fluorogenic kinetic assay; higher % means a stronger effect | inhibition, % at 30 µM; hits with a dose series show IC50 in µM | 0.38% of 220,000 active;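 active means compound inhibiting the enzyme by more than half at any dose during confirmatory dose-response retesting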;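 further: plate controls were full reaction with DMSO carrier for no effect and no enzyme background for full effect; strong numbers were not always called active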
human PMI inhibition: MPI enzyme activity inhibition – biochemical, fluorescence intensity, coupled assay, primary screen (AID 1209); inhibition, % at 20 µM; hits with a dose series show IC50 in µM; 0.42% of 190,000 active; purified PMI enzyme, coupled fluorescence intensity; higher % means a stronger effect;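 further: plate controls were DMSO vehicle for no effect and wells lacking substrate for full effect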
M1AAP inhibition: P. falciparum M1AAP inhibitors, biochemical, fluorogenic H-Leu-NHMec substrate, 1536-well (AID 1445). 0.42% of 220,000 active. inhibition, % at 30 µM, or IC50 in µM where a hit was titrated. recombinant M1AAP, H-Leu-NHMec fluorogenic kinetic assay; higher % means a stronger effect;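 active means primary inhibition above the hit cutoff, then over 50% inhibition at one or more dose response concentrations, cut at about 23% in these data, passing the limit was not always enough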;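 further: plate controls were DMSO full reaction for no effect and no enzyme background for full effect; strong numbers were not always called active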
TNAP activators: stimulation of alkaline phosphatase TNAP activity – biochemical, luminescent, no phosphate acceptor, uHTS, primary screen (AID 1001); purified TNAP, luminescent activation assay, no phosphate acceptor; higher activation fold means a stronger effect; one-dose activation fold at 20 µM; EC50 in µM for titrated hits; 0.03% of 200,000 active; in the data active means activation fold from about 3, or a potency from the dose series; inactive means the rest, 99 in 100 with activation fold below about 1.6; further: many of its hits are not listed in these tables
K1F lysis inhibition: protection from phage-mediated lysis, alamar blue read-out – E. coli UTI89, K1F phage, bacterial capsule biogenesis inhibitors (AID 488966); E. coli UTI89 K1F phage lysis, alamar blue, 2 h; higher % means a stronger effect; inhibition, % at 100 µM; hits with a dose series show IC50 in µM; 0.02% of 340,000 active;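 active means phage lysis inhibition, versus mean bacterial control, above a set limit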;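 further: capsule biogenesis inhibitors block K1F phage lysis so surviving cells raise fluorescence; higher fluorescence means more inhibition of phage lysis; actives were called in the ten point dose series up to 300 µM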
Hep lipid drop: modulators of hepatic lipid droplet formation; AML12 mouse hepatocytes, oleate lipid droplets, BODIPY imaging; inhibition, % at 6.5 µM; 0.4% of 240,000 active; AID 1656;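 active means lipid droplet intensity inhibited by at least 50%, with more than 500 cells counted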
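Assay system: AML12 hepatocytes (mouse); Probe or stimulus: oleic acid at 100 µM to induce lipid droplet formation; Dosing: compound at 6.5 µM only; Schedule: compound with oleate, overnight; Detection: fluorescence imaging, 20x objective, two fields per well; Measure: % inhibition of lipid droplet signal.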
human PMI inhibitors: MPI inhibition at elevated mannose 6-phosphate – biochemical, fluorescence intensity, high mannose 6-phosphate, primary screen (AID 1220); recombinant PMI enzyme, coupled fluorescence intensity; higher % means a stronger effect; one-dose inhibition, % at 20 µM; IC50 in µM for titrated hits; 0.66% of 190,000 active
Hep lipid drop cells 6.5 µM: recorded beside Hep lipid drop, whose call it bears; cell count; measured here: cell count, cytotoxicity flag;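 cells counted across two imaged fields per well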
Active calls of the source: *; . = no result given; [ ] = another dose, or the depositor's remark. Unless noted, no stated cut-off is given here; in the data, active means inhibition above about 50%; inactive means the rest. An unsorted share of the library; about 1.9% have a hit in one of these screens.

SMILES	XIAP displacement	Siah-1 displacement	M17LAP inhibition	human PMI inhibition	M1AAP inhibition	TNAP activators	K1F lysis inhibition	Hep lipid drop	Hep lipid drop cells 6.5 µM	human PMI inhibitors
O=C(CSc1nc2ccccc2[nH]1)c1ccc(Cl)s1	-4.3%	0.0%	0.7%	-34.6%	14.4%	1	-0.8%	-15.1	789	-75.7%
O=C(CSc1nnc(Nc2ccccc2)s1)NCc1ccco1	-7.9%	-0.8%	0.6%	4.0%	11.7%	1	1.4%	.	.	2.3%
CN1CCC(N(C)CC(=O)Nc2cccc(Oc3ccccc3)c2)CC1	-4.8%	4.0%	15.8%	6.3%	6.1%	1.1	0.3%	-0.4	776	-1.8%
O=C(/C=C/c1ccc(-c2ccccc2)o1)c1ccccc1	-1.9%	21.7%	-5.9%	16.0%	4.3%	1	1.8%	-1.1	645	1.4%
CC1CC(C)CN(S(=O)(=O)c2ccc(C(=O)NCCCn3ccnc3)cc2)C1 (stereo not given)	-5.1%	0.1%	-2.7%	-8.9%	-3.3%	0.8	0.2%	.	.	-5.6%
CCC(COC)NC(=O)CCc1nnc(Cc2cccc(C(F)(F)F)c2)o1 (stereo not given)	-2.6%	0.6%	.	11.8%	.	1.1	-0.1%	23.2	702	13.4%
N#CC1=C(N)Nc2nc3ccccc3n2C1c1ccc(Cl)cc1 (stereo not given)	-5.4%	-3.2%	-13.0%	-5.9%	1.5%	1.1	-0.5%	-6.8	633	2.6%
O=C(NNC(=S)NC1CCCCC1)c1ccccc1O	-2.1%	-2.0%	21.3%	-21.2%	18.4%	2.6	0.2%	12.4	636	-35.9%
Cc1cc(C(=O)N(C)CC(=O)Nc2ccccc2C(F)(F)F)c(C)o1	-2.9%	-1.4%	1.1%	-15.4%	-3.8%	1	0.0%	.	.	-14.6%
CN(C)CCNC(=S)Nc1cccc(Cl)c1	-7.3%	-0.5%	-0.7%	5.5%	12.2%	1.1	1.0%	.	.	11.2%
CC1CCc2nc3sc4c(c3c(N)c2C1)CCCC4 (stereo not given)	-3.0%	-2.2%	4.7%	12.2%	5.3%	1.2	-2.6%	19.2	623	9.7%
Cc1cc(C(=O)COc2ncnc3sccc23)c(C)n1C	-11.8%	0.1%	6.5%	17.6%	7.0%	1.1	0.3%	-7.1	737	11.0%
COc1ccc(N2CCN(C(=O)CC34CC5CC(CC(C5)C3)C4)CC2)c([N+](=O)[O-])c1	-2.1%	-4.8%	10.1%	23.3%	0.8%	1.1	0.3%	21.3	553	11.8%
CC(=O)c1ccc(NC(=S)N2CCCC(C(F)(F)F)C2)cc1 (stereo not given)	-4.2%	5.8%	1.0%	-11.6%	-1.7%	1	0.1%	22.7	678	-8.0%
O=C(Cn1cnc2c(cnn2-c2ccccc2)c1=O)N1CCOCC1	-5.2%	4.3%	4.7%	13.8%	4.3%	1.1	2.9%	15.2	641	9.5%
O=C(COc1ccc2oc(-c3ccccc3)cc(=O)c2c1)Nc1ccccc1	-3.1%	27.9%	2.7%	5.1%	8.2%	1.1	2.3%[50 µM]	11.2	631	-9.7%
COc1ccc(-c2nc(NC(=O)Cn3cnnn3)sc2C)cc1	-5.2%	-4.8%	2.2%	-1.3%	8.2%	1	0.1%	14.2	642	5.0%
COc1cc(/C=C2/N=C(c3ccccc3F)OC2=O)cc(Cl)c1OS(C)(=O)=O	-5.7%	-2.2%	9.9%	-0.2%	-7.2%	1.1	10.0%	.	.	-1.2%
CC1CCN(c2nc(-c3ccccc3)c(C#N)c(=O)[nH]2)CC1	-4.8%	4.6%	1.3%	9.6%	6.8%	1	0.6%	-1.3	781	11.4%
COC(=O)c1cc(O)c(OCc2ccccc2)c(O)c1	5.9%	4.7%	6.8%	13.0%	18.8%	1.1	0.2%	-2.7	721	12.3%
COc1ccc(Nc2c(-c3ccc(C)cc3)nc3cnccn23)cc1	-2.1%	1.7%	-2.5%	5.0%	11.4%	1	0.7%	6.5	705	9.9%
CS(=O)(=O)c1ccc2nc(NC(=O)Cc3ccccc3)sc2c1	-2.2%	0.5%	3.6%	-12.0%	1.3%	1.1	0.6%	-6.3	691	-7.8%
COc1ccc(-n2nnnc2-c2ccccc2)cc1	-3.2%	3.7%	-8.0%	-2.0%	3.9%	1.2	0.2%	12.2	731	-1.6%
COc1cc(OC)nc(-n2ncc(OC)c(Br)c2=O)n1	-1.1%	-1.9%	-5.1%	-4.8%	0.8%	1.1	0.7%	0.1	706	0.7%
Cc1ccc(C)c(NC(=S)N2CCC(N(C)CC3CCCO3)CC2)c1 (stereo not given)	-3.9%	-1.8%	-3.8%	-4.0%	-4.9%	1.1	3.0%	15.0	783	-5.0%
CCCc1nnc(NC(=O)c2cccnc2)s1	.	12.7%	13.5%	.	4.5%	.	.	13.9	731	.
CCN=c1scc(-c2cccs2)n1/N=C/c1cc(OC)ccc1O	-6.1%	-1.7%	5.9%	-5.0%	3.7%	1.2	5.3%	4.7	653	-21.1%
COc1ccc(-c2cn[nH]c2-c2ccc(OCc3ccccc3)cc2O)cc1OC	.	-8.5%	-0.9%	.	-0.8%	.	-0.1%	-2.2	715	.
COC(=O)c1ccccc1NC(=O)C1CCN(C(=O)c2cc(OC)cc(OC)c2)CC1	-11.3%	1.2%	6.7%	13.4%	-1.2%	1	1.2%	-2.3	705	14.1%
Cc1ccc(/C=C2\CCCC3=C2NC(=S)NC3c2ccc(C)cc2)cc1 (stereo not given)	-4.1%	-1.4%	25.7%	-57.9%	6.3%	0.9	-2.3%[50 µM]	-0.2	692	-99.1%
CC(C)(C)c1ccc(CNc2ccc([N+](=O)[O-])cn2)cc1	0.5%	3.4%	2.5%	16.2%	8.5%	1	-2.1%[50 µM]	-1.0	596	21.8%
CC(C(=O)NCc1ccco1)n1nc(-c2ccccc2)c2cc(Cl)ccc21 (stereo not given)	-5.9%	0.0%	-6.0%	-6.6%	4.6%	1.1	1.3%	.	.	-6.8%
COc1ccc(S(=O)(=O)N(C)C2CCN(C)CC2)cc1	-3.6%	0.5%	5.7%	19.0%	3.6%	1.1	0.9%	-4.4	578	18.8%
CN(Cc1cccs1)C(=O)COC(=O)CNC(N)=O	-5.4%	1.7%	20.4%	0.6%	14.3%	1.1	-1.9%	28.9	684	6.8%
CCCCC(=O)N1CC2(C)CN(C(=O)CCCC)CC(C)(C1)C2=O	-2.1%	-1.2%	15.7%	5.7%	-0.6%	1.1	1.2%	.	.	7.1%
CCOc1ccc(C(C)=O)cc1N1C(=O)C2C(C1=O)C1C=CC2C12CC2 (stereo not given)	-3.0%	1.6%	3.0%	9.5%	12.8%	1.1	0.2%	.	.	5.6%
CCN(CC)c1ccc(/C=C/C(=O)C2C(=O)C=C(C)OC2=O)cc1 (stereo not given)	-24.9%	0.1%	7.6%	-23.9%	6.4%	1	-1.1%	4.9	773	-25.2%
COc1ccc(CCNC(=O)Cc2ccc(OC)c(OC)c2)cc1OC	-7.1%	-4.8%	-3.3%	-1.4%	-3.4%	1.1	4.8%	-5.1	718	-16.6%
Cc1ccc(C(=O)N[C@@H](C)CN2C3=NC[C@H](C(C)C)N3C[C@H]2Cc2ccc(O)cc2)cc1Br	-5.5%	7.5%	-4.8%	46.3%	-0.4%	1	4.6%	-22.0	675	2.4%
COc1cccc(-n2nc(C(N)=O)c(O)cc2=O)c1	-10.3%	16.5%	-1.1%	-8.3%	2.7%	1	3.8%	4.7	711	3.5%
O=C(Nc1nccs1)c1ccc(S(=O)(=O)c2ccccc2)cc1	-4.5%	9.0%	1.8%	5.4%	10.3%	1.1	1.2%	2.2	752	2.0%
O=c1c2c(nc3cc(-c4cccc(Cl)c4)[nH]n13)CCCC2	-11.4%	-3.8%	0.4%	16.1%	9.8%	1	-0.1%	-0.6	647	11.2%
Cc1ccc(S(=O)(=O)NCCN2CCOCC2)c(C)c1C	-2.8%	4.2%	3.5%	5.9%	-1.2%	1.1	-0.4%	1.7	728	2.2%
COc1ccc(NC(=O)Nc2ccc3nsnc3c2)cc1	-18.1%	5.0%	-3.7%	13.1%	1.9%	1.1	0.1%	.	.	24.0%
Cc1ccc(C2=[N+]([O-])C3(CCCCC3=O)N(O)C2(C)C)cc1 (stereo not given)	-1.0%	-5.9%	8.9%	-14.3%	0.1%	1.1	0.2%	4.0	770	-30.3%
Cc1cccn2c(CNCC3(c4ccccc4)CCCC3)c(C(=O)N3CCOCC3)nc12	-4.8%	7.2%	0.3%	-3.1%	2.6%	1.1	-2.7%	10.7	711	-6.7%
CSc1nc2nc(C)cc(-c3ccccc3)n2n1	-2.7%	-0.3%	-6.8%	2.1%	7.1%	1.1	-0.4%	-11.0	711	2.3%
COc1ccc(OC)c(CN2CCC(CO)(CCOc3ccccc3)CC2)c1	-2.0%	0.8%	-4.1%	3.5%	1.9%	1.1	0.6%	6.0	706	1.3%
COC(=O)/C=C/C(=O)N1CCN(c2cccc(Cl)c2)CC1	-6.1%	1.9%	13.8%	10.3%	9.8%	1	.	18.0	601	8.3%
Cc1ccc(NC(=O)NC(=O)CN2C(=O)NC3(CCCCCCC3)C2=O)c(C)c1	-10.2%	1.4%	3.6%	9.5%	11.2%	1.1	0.9%	.	.	5.1%
CCn1c(CNc2ccc(Cl)cc2)nnc1SCC(=O)NCc1ccccc1	1.7%	3.1%	-7.8%	4.5%	-2.0%	1.1	-0.4%	.	.	5.9%
OC1C=CSc2nc3ccccc3n21 (stereo not given)	0.6%	0.6%	-3.4%	-3.4%	6.6%	1.1	0.2%	3.8	803	-4.5%
CCN1/C(=C\C(C)=O)Sc2ccc(OC)cc21	-1.3%	3.7%	-4.7%	19.6%	8.3%	1	0.2%	-0.7	782	17.3%
CCNc1nc(NOC)nc(OCC#N)n1	-12.4%	-1.2%	4.4%	16.0%	4.1%	1	-0.1%	2.0	652	6.4%
O=C(O)CN1C(=O)c2cccc(Oc3ccc(Cl)cc3)c2C1=O	-3.1%	2.2%	5.3%	-1.3%	8.8%	1.1	0.9%	-5.8	737	-4.8%

Retrieved one by one from the list above:
SMILES	XIAP displacement	Siah-1 displacement	M17LAP inhibition	human PMI inhibition	M1AAP inhibition	TNAP activators	K1F lysis inhibition	Hep lipid drop	Hep lipid drop cells 6.5 µM	human PMI inhibitors
Cc1ccc(C2=[N+]([O-])C3(CCCCC3=O)N(O)C2(C)C)cc1 (stereo not given)	-1.0%	-5.9%	8.9%	-14.3%	0.1%	1.1	0.2%	4.0	770	-30.3%
COc1ccc(OC)c(CN2CCC(CO)(CCOc3ccccc3)CC2)c1	-2.0%	0.8%	-4.1%	3.5%	1.9%	1.1	0.6%	6.0	706	1.3%
Cc1cccn2c(CNCC3(c4ccccc4)CCCC3)c(C(=O)N3CCOCC3)nc12	-4.8%	7.2%	0.3%	-3.1%	2.6%	1.1	-2.7%	10.7	711	-6.7%
